High-throughput results deposited in PubChem by The Scripps Research Institute Molecular Screening Center.
GPR151 ag: activates the human receptor GPR151; Q8TDV0; PathHunter beta-arrestin GPR151 cells, luminescence; activation, % at 11.2 µM; 650,000 tested, 1% active; AID 1508602; in the data active = activation above about 4.9%;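 also: 0% = median of compound wells and 100% = cells with positive control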
Target sequence (Q8TDV0 whole entry, looked up): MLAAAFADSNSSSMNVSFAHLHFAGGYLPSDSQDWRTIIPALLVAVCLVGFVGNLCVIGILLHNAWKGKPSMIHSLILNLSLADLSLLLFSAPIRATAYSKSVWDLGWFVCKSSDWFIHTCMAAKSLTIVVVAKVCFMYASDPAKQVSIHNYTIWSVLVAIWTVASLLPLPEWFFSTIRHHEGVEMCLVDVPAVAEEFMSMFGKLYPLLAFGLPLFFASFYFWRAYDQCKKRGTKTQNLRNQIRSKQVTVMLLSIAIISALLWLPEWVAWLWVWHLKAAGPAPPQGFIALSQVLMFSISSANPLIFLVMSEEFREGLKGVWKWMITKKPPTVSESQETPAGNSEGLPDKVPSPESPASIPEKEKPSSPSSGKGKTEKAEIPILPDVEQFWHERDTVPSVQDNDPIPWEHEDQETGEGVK
FBW7 activator: activators of human E3 ligase FBW7. AlphaScreen FBW7–phospho-cyclin E peptide binding, activator screen. normalized activity (activation), % at 26.1 µM. 650,000 tested, 0.13% active; in the data active = normalized activity above about 1.9%;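 also: purified mutant Fbw7 with reduced substrate affinity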
TEAD-YAP block: TEAD-YAP interaction inhibition | HEK-TIYL cells, TEAD-Gal4/YAP UAS-luciferase luminescence | inhibition, % at 9.12 µM | 640,000 tested, 1.4% active; in the data active = inhibition above about 32%;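 also: 0% = median of test compound wells and 100% = reference inhibitor wells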
MITF primary: human MITF inhibition, primary screen; 650,000 tested, 0.91% active; AlphaScreen MITF homodimerization, bead proximity signal; O75030; AID 1259374; inhibition, % at 2.6 µM; in the data active = inhibition above about 50%;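 also: 0% = vehicle wells with protein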
Target sequence (O75030 whole entry, looked up): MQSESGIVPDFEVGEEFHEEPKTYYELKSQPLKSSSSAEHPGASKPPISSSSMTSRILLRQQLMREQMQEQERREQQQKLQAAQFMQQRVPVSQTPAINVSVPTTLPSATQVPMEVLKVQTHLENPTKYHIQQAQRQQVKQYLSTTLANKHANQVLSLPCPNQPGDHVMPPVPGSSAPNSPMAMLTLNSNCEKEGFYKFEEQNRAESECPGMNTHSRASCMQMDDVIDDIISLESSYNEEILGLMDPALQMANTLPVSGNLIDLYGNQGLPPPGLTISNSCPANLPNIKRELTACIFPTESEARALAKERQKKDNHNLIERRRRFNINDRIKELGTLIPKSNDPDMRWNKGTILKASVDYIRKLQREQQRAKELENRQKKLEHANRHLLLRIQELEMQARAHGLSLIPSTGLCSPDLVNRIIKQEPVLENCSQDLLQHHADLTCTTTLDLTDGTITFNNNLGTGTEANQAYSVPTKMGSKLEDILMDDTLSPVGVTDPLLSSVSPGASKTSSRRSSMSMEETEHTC
An asterisk follows results filed as active; & = joins results of further samples.

No. | SMILES | GPR151 ag | FBW7 activator | TEAD-YAP block | MITF primary
1 | CC(=O)Nc1ccc(S(=O)(=O)N2CCN(C(C)C)CC2)cc1 | 0.8 | 0.0 | 7 | 28
2 | CCOc1ccc(Cn2nnc(C(=O)NCCc3ccccc3)c2N)cc1 | -0.4 | 0.1 | -3 | -1
3 | COC(=O)C1=C2N(C)c3ccccc3N2C(=O)NC1(c1ccccc1)C(F)(F)F (stereo not given) | -0.5 | 0.0 | -1 | 3
4 | O=C(NCC1CCC2(CCN(C(=O)c3ccoc3)CC2)O1)c1ccccc1Cl (stereo not given) | -0.8 | 0.3 | -9 | -2
5 | COc1ccc(NC(=O)Cn2cnc3sc(C)c(C)c3c2=O)cc1OC | -0.2 | -0.1 | 7 | 0
6 | CCOC(=O)CSc1ccc(C(=O)OCC)cc1[N+](=O)[O-] | -1.5 | -0.1 | 9 | 3
7 | CNC(=O)NC(=O)CSc1nc2nc(C)cc(C)n2n1 | 0.1 | 0.4 | 9 | 9
8 | Cc1nnc(SCC(=O)N2CCc3ccccc32)n(N)c1=O | 1.3 | 0.0 | 10 | 3
9 | COc1cc2c(=O)n(-c3ccc(C)cc3)c(=O)n(CC(=O)Nc3cc(C)[nH]n3)c2cc1OC | 1.5 | -0.1 | 9 | 9
10 | CC1=C(C(=O)OCCOc2ccccc2)C(c2ccccc2[N+](=O)[O-])NC(=O)N1C (stereo not given) | 0.1 | -0.1 | 3 | -1
11 | Cc1noc(C)c1COC(=O)c1cc(Cl)ccc1[N+](=O)[O-] | -0.6 | -0.1 | 8 | 7
12 | COc1ccc(/C=C/C(=O)N2CCN(CCN3C(=O)c4cccc5cccc(c45)C3=O)CC2)cc1 | -1.0 | -0.4 | 1 | -17
13 | Nc1ccc2nc(N(C(=O)c3cc4nc(-c5cccs5)cc(C(F)(F)F)n4n3)C(=O)c3ccc(Cl)cc3Cl)sc2c1 | -0.9 | -0.1 | -14 | 7
14 | CN(C)Cc1c(C(=O)N/N=C/c2c(F)cccc2Cl)nnn1-c1nonc1N | -0.1 | -0.1 | -5 | 1
15 | CCc1ccc(CNC(=O)CCCOc2cc(=O)n(C)c3ccccc23)cc1 | -0.8 | 0.1 | -5 | -18
16 | Fc1ccc(CNc2ccnc3c(-c4ccsc4)cnn23)cc1 | 0.5 | 0.0 | -14 | 11
17 | O=c1cc(-c2ccc3c(c2)OCO3)oc2ccccc12 | 0.8 | 0.2 | -27 | -16
18 | Cc1cc(C)cc(N(CC(=O)NC2CCCC2)C(=O)C2(C)CC(=O)N=C3C=CC=CN32)c1 (stereo not given) | 1.0 | 0.3 | 6 | 3
19 | COc1cccc(C2(CC(=O)N3CCCC(OC)C3)CC(=O)N(CCN(C)C)C2=O)c1 (stereo not given) | 1.0 | 0.0 | 8 | -5
20 | CCCCOC(=O)C1=C(C)NC2=C(C(=O)CC(C)(C)C2)C1c1ccc(OC(C)=O)cc1 (stereo not given) | 2.2 | 0.0 | -2 | 6
21 | Cc1csc(-c2cnc3ccc(NCC4CC4)nn23)c1 | 1.1 | 0.1 | -4 | -10
22 | O=C(c1ccc(Oc2ccccc2)cc1)C1CCCN(C(=O)CN2CCOC2=O)C1 (stereo not given) | 0.3 | 0.0 | 0 | 4
23 | CSc1ccc(CN2CCCC(N3CCC(CO)CC3)C2)cc1 (stereo not given) | 1.1 | -0.1 | -1 | 5
24 | COc1ccc(/C(N)=N/OC(=O)CCc2ccccc2)cc1OC | -1.4 | 1.1 | -18 | 9
25 | CCCc1cc(=O)[nH]c2nnc(SCC(=O)Nc3ccc(C(=O)OCC)cc3)n12 | -1.0 | 0.1 | 4 | 1
26 | Clc1ccc(CN2CCOCC2)c(Cl)c1 | -0.8 | 0.6 | 3 | 44
27 | CCOC(=O)CN(Cc1ccccc1)S(=O)(=O)c1ccc(F)cc1 | 0.4 | 0.1 | 2 | -2
28 | CCOC(=O)CSc1ncnc2c1cnn2-c1ccc(Cl)cc1 | -1.2 | 0.1 | -11 | -7
29 | O=C(Nc1ccc(F)cc1F)c1cc(-c2ccc(F)cc2)on1 | 0.2 | 0.1 | 5 | -1
30 | COc1cc(NC(=O)/C=C/c2ccco2)ccc1NC(=O)c1ccco1 | 1.0 | -0.1 | -9 | 3
31 | Cc1ccc([N+](=O)[O-])cc1N=Cc1ccc(O)cc1 | -1.3 | 0.7 | 6 | 8
32 | Cc1ccc(C(=O)N2CCN(c3ccc([N+](=O)[O-])cc3)CC2C)cc1 (stereo not given) | 1.0 | -0.1 | 39* | 5
33 | CCCc1nc2c(sc3nc(C)cc(COC)c32)c2nc3ccccc3n12 | 0.7 | 0.6 | 7 | -7
34 | Cc1ccc(C(=O)Nc2c(-c3cccs3)nc3ccc(Cl)cn23)cc1 | 1.4 | 0.5 | 9 | 9
35 | COC(=O)c1cc(=O)[nH]c2ccc(Br)cc12 | 1.8 | -0.1 | 2 | -8
36 | O=C1NC(=O)N(CCc2cccs2)C1=O | 0.1 | 0.3 | -3 | 13
37 | Cc1cccc(C)c1OCC(=O)N/N=C/c1ccc(O)c(O)c1 | 0.1 | -0.1 | 14 | 8
38 | Cc1cc(NCc2nc3ccccc3[nH]2)nc(Nc2ccccn2)n1 | 0.0 | -0.2 | -1 | 0
39 | COc1cccc(-c2cnc3c(n2)[nH]c(=O)n3CC2CC2)c1 | 1.7 | -0.4 | 4 | 16
40 | CCCC1=C(C(=O)OCC)C(c2cc3cc(OCC)ccc3[nH]c2=O)C(C#N)=C(N)O1 (stereo not given) | -0.1 | 0.1 | -7 | 20
41 | O=S(=O)(Nc1ccc(N2CCCCC2)cc1)c1cccc2nsnc12 | 1.5 | -0.7 | -7 | -1
42 | CCn1c(C)cc(C=C2C(=O)N(C)C(=O)N(C)C2=O)c1C | -0.6 | -0.7 | 3 | 14
43 | COc1ccc(C2C(C(=O)Nc3ccc(C)cc3)=C(C)Nc3ncnn32)cc1 (stereo not given) | 0.4 | -0.1 | -3 | -12
44 | O=C1CC(CSc2nnnn2-c2ccccc2)=NN1c1nc2ccccc2[nH]1 | 0.3 | 0.0 | 0 | 7
45 | COc1ccc(C(=O)Nc2c3c(nn2-c2cccc(C)c2C)CS(=O)C3)cc1 (stereo not given) | -1.3 | 0.0 | 0 | 5
46 | CC(=O)c1ccc(NC(=O)c2sc3nc4ccccc4cc3c2N)cc1 | -0.3 | -0.1 | 2 | 5
47 | COC(=O)C1=C(C)N(CC(C)C)C(=O)/C1=C\c1ccc(Cl)cc1 | 1.5 | -0.1 | -15 | -17
48 | CN(Cc1ccccc1)C(=O)CSc1nnc(NC2CCCCC2)s1 | 0.4 | 0.0 | -9 | 3
49 | COc1ccc(N2CC(C(=O)Nc3ccccc3C(=O)NCc3ccccc3)CC2=O)cc1 (stereo not given) | -0.2 | 0.0 | 5 | 4
50 | Cc1cccc2cc(C(c3nnnn3C(C)(C)C)N3CCOCC3)c(=O)[nH]c12 (stereo not given) | -0.4 | 0.5 | 0 | -6

New compounds follow
No. | SMILES | GPR151 ag | FBW7 activator | TEAD-YAP block | MITF primary
51 | CN1CCN(C(c2ccc(F)cc2)c2nnnn2C2CCCC2)CC1 (stereo not given) | -1.0 | 0.4 | 6 | 9
52 | O=C(N/N=C\c1ccc([N+](=O)[O-])o1)c1ccc(Br)cc1 | 0.0 | 0.1 | 21 | 9
53 | CC1CCCC/C1=N\NC(=O)CCC(=O)Nc1ccc(I)cc1 (stereo not given) | -0.4 | 0.6 | 8 | 25
54 | O=C(OCC(=O)N1CCCC1)c1cnc(Cl)c(Cl)c1 | 0.6 | 0.0 | 5 | 18
55 | O=C(CSc1ncnc2c1nnn2Cc1ccccc1F)Nc1ccc2c(c1)OCO2 | -0.7 | -0.1 | 1 | -3
56 | Cc1ccc(-n2ncc3c(N4CCCC4)ncnc32)cc1 | -2.0 | 0.3 | 48* | -9
57 | CCOC(=O)C1=C(C)N=c2s/c(=C/c3ccc(OCCOc4ccc(C(C)CC)cc4)c(OC)c3)c(=O)n2C1c1ccc(OC)cc1 (stereo not given) | 1.6 | 0.8 | -2 | 9
58 | Cc1ccnc(NC(=S)NC(=O)c2cc3ccccc3o2)c1 | 0.0 | -0.2 | -64 | -7
59 | CC1=C(C(=O)Nc2ccc(C)cn2)C(c2ccc([N+](=O)[O-])cc2)C2=C(CC(C)(C)CC2=O)N1 (stereo not given) | 1.3 | 0.1 | 9 | 3
60 | COc1ccccc1CNc1ncnc2sc3c(c12)CCCC3 | 1.0 | 0.0 | 2 | -143
61 | CC(Oc1ccccc1F)C(=O)Nc1ccc(S(=O)(=O)N2CCCCC2)cc1 (stereo not given) | -1.8 | 0.6 | 8 | 14
62 | COc1cccc(-c2nc3sc4c(c3c(=O)n2Cc2ccc(C(C)(C)C)cc2)CCCC4)c1 | 0.5 | -0.1 | -14 | 3
63 | CCCCN=c1sc(C(=O)OC)cc(=O)n1CCCC | 2.3 | 0.0 | -1 | -1
64 | O=C(NCCC12CC3CC(CC(C3)C1)C2)Nc1ccccc1 | 0.3 | -0.2 | 7 | 7
65 | C=CCn1c2ccccc2c2nnc(SCC(=O)NC(CC(C)C)C(=O)OC)nc21 (stereo not given) | 2.1 | 0.1 | 9 | 12
66 | O=C(CN1CCC2(CC1)CC(=O)c1ccccc1O2)NC1CCCCC1 | 1.4 | 0.0 | 5 | 9
67 | COC(=O)c1cc(NC(=O)c2ccc(C)o2)cc(C(=O)OC)c1 | -0.1 | 0.0 | 22 | 13
68 | Cc1ccc(OCC(=O)Nc2ccc(S(=O)(=O)Nc3ccc(F)cc3)cc2)c(Br)c1 | -0.2 | 0.0 | 3 | 6
69 | O=C(Cn1ncn2c(cc3ccccc32)c1=O)NCc1ccc(Cl)cc1 | 0.8 | 0.1 | -2 | 8
70 | CC(C)(C)C(=O)Nc1nnc(Cc2ccc(F)cc2)s1 | -0.2 | 0.0 | -4 | 0
71 | FC(F)(F)c1cccc(Nc2nc3ccccc3n3nnnc23)c1 | -0.3 | 0.1 | -37 | -4
72 | Cn1c(=O)c2ccccc2[s+]1-c1cccc2cccc(C(=O)O)c12 (stereo not given) | 2.3 | 0.1 | -2 | -4
73 | CCC(C)NC(=O)[C@H]1C[C@@H](c2ccco2)NS(=O)(=O)N1C (stereo not given in full) | -1.4 | -0.2 | -13 | -4
74 | COC(=O)c1ccccc1S(=O)(=O)N1CCC(c2nnc(-c3ccc(C)cc3)o2)CC1 | 0.7 | -0.2 | 9 | 5
75 | O=C(Nc1cccc(C(F)(F)F)c1)c1cncc(Br)c1 | 0.6 | 0.0 | 8 | 8

(76) COc1ccc2c(c1)Sc1ccccc1N2
(77) COC(=O)c1ccc(CSc2nnnn2C)o1
(78) O=C(Nc1ncn[nH]1)c1cc(-c2ccc(Cl)cc2)nc2ccccc12
(79) CCOC(=O)c1c(C)[nH]c(C)c1C(=O)COC(=O)c1cc2c(s1)CCCC2
(80) COCc1cc(C)nc2sc(C(=O)N(c3ccccc3)c3ccccc3)c(N)c12
(81) C#CCNc1c2c(nc3nncn13)CCC2

screen / no. | 76 | 77 | 78 | 79 | 80 | 81
GPR151 ag | 1.6 | 1.3 | 1.0 | 3.1 | 2.5 | 1.2
FBW7 activator | -0.5 | 0.1 | -0.1 | -0.2 | 0.1 | 0.3
TEAD-YAP block | -6 | 2 | 4 | 6 | -6 | -6
MITF primary | 6 | 4 | 0 | 3 | 12 | 5

In the list so far, 3 contain a tert-butyl group:
(50) Cc1cccc2cc(C(c3nnnn3C(C)(C)C)N3CCOCC3)c(=O)[nH]c12 (stereo not given)
(62) COc1cccc(-c2nc3sc4c(c3c(=O)n2Cc2ccc(C(C)(C)C)cc2)CCCC4)c1
(70) CC(C)(C)C(=O)Nc1nnc(Cc2ccc(F)cc2)s1

screen / no. | 50 | 62 | 70
GPR151 ag | -0.4 | 0.5 | -0.2
FBW7 activator | 0.5 | -0.1 | 0.0
TEAD-YAP block | 0 | -14 | -4
MITF primary | -6 | 3 | 0

Next entries follow:
(82) O=C(CN1C(=O)c2ccccc2C1=O)Nn1cnnc1
(83) CC(CCC(=O)O)[C@H]1CCC2C3C(=O)C[C@@H]4CC(=O)CC[C@]4(C)C3CC(=O)[C@@]21C (stereo not given in full)
(84) COc1ccc(OC)c(NC(=O)CN(c2cc(Cl)ccc2Cl)S(C)(=O)=O)c1
(85) Cc1nnc(NC(=O)COC(=O)c2ccc([N+](=O)[O-])cc2)s1
(86) Fc1ccc(N=c2scc(-c3ccc(F)cc3)n2CCc2ccccc2)cc1
(87) CN(CC(C)(C)NS(=O)(=O)c1cccs1)C1CCCCC1

screen / no. | 82 | 83 | 84 | 85 | 86 | 87
GPR151 ag | -1.2 | 2.8&0.1 | -2.0 | -0.5 | 1.6 | -0.4
FBW7 activator | 0.0 | 0.1&-0.3 | 0.1 | 0.1 | 0.0 | -0.1
TEAD-YAP block | 4 | -9&4 | 5 | 9 | -6 | 0
MITF primary | 19 | 4&-24 | 5 | 1 | 13 | 32

Record cards (already shown). Order of values: GPR151 ag, FBW7 activator, TEAD-YAP block, MITF primary
`Cc1ccnc(NC(=S)NC(=O)c2cc3ccccc3o2)c1` in the list: 0.0, -0.2, -64, -7
`CCOC(=O)c1c(C)[nH]c(C)c1C(=O)COC(=O)c1cc2c(s1)CCCC2` in the list: 3.1, -0.2, 6, 3
`Cc1cccc(C)c1OCC(=O)N/N=C/c1ccc(O)c(O)c1` in the list: 0.1, -0.1, 14, 8

Exported with two lines to a compound: three of the compounds above.
Below each SMILES: GPR151 ag	FBW7 activator	TEAD-YAP block	MITF primary
85) Cc1nnc(NC(=O)COC(=O)c2ccc([N+](=O)[O-])cc2)s1
 : -0.5	0.1	9	1
23) CSc1ccc(CN2CCCC(N3CCC(CO)CC3)C2)cc1 (stereo not given)
 : 1.1	-0.1	-1	5
49) COc1ccc(N2CC(C(=O)Nc3ccccc3C(=O)NCc3ccccc3)CC2=O)cc1 (stereo not given)
 : -0.2	0.0	5	4
